Compound activity deposited in PubChem BioAssay by several laboratories.
rCAG RNA binder: binders of r(CAG) RNA repeats, primary screen, biochemical, fluorescence; 370,000 tested, 1.3% active; AID 651821, 2012; r(CAG) RNA repeat, TO-PRO-1 dye displacement fluorescence; inhibition, % at 3 µM;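 active means inhibition above the plate cutoff, the mean of all test compounds on that plate plus 3 SD, cut at about 35% in these data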;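 further: 0% = DMSO alone and 100% = 100 µM mitoxantrone as full dye displacement; higher means more dye released from RNA so lower well fluorescence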
Rev-erbA mod: modulators of Rev-erb alpha DNA binding, primary screen, biochemical, FITC-DNA, fluorescence polarization, uHTS; Rev-erbα–FITC-DNA binding, 90 min; activity, % at 10 µM; 370,000 tested, 0.79% active; AID 1259318, 2017;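 active means activity above about 14%, limit read from the data; passing the limit was not always enough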;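 further: 0% = DMSO wells with 35 nM protein and 100% = DMSO wells with 750 nM protein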
Target sequence (P20393 whole entry, looked up): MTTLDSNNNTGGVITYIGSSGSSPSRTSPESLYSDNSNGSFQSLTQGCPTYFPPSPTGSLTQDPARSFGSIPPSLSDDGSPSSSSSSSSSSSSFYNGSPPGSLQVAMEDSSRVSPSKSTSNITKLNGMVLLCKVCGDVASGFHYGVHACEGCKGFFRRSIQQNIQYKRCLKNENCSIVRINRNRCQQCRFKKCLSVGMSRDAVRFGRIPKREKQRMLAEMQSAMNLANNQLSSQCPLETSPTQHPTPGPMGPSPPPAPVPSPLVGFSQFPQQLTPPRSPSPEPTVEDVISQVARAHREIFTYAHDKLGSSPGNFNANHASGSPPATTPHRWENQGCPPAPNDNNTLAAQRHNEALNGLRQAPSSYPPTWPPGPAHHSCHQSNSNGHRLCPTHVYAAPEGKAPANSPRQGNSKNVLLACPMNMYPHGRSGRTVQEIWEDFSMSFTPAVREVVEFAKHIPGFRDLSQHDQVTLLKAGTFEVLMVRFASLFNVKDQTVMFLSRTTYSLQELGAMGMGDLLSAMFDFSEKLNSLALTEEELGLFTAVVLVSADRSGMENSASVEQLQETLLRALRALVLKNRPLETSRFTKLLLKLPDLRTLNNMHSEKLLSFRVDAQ
HTRA1 inhibitor: HTRA1 serine protease inhibitors, primary screen, biochemical, fluorescence polarization, HTS; Q92743; inhibition, % at 5.96 µM; 340,000 tested, 0.5% active; recombinant HTRA1, FP-rhodamine activity-based probe; in the data active means inhibition above about 36%;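 further: 0% = enzyme with DMSO and 100% = wells lacking enzyme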
LEDGF integ inh: blockers of LEDGF/p75-dependent integrase strand transfer – biochemical, TR-FRET, high throughput, primary screen; inhibition, % at 3.7 µM; HIV-1 integrase (with human LEDGF/p75); AID 743269, 2014; TR-FRET IN-LEDGF/p75 DNA integration, Eu/Cy5; 370,000 tested, 0.64% active;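 active means inhibition above the screen-wide mean plus 3 SD, cut at about 13% in these data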;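 further: signal is the Cy5 over europium emission ratio at 671 and 618 nm; 0% = plate median of compound wells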
TCR-CD3 inh: inhibitors of human TCR-CD3 interaction, primary screen, biochemical, fluorescence, TAMRA-labeled TCR probe. inhibition, % at 9.4 µM. AID 651800, 2012. 360,000 tested, 0.37% active; in the data active means inhibition above about 19%;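 further: recombinant mutant TCR 2C K166C tagged with TAMRA read by polarization; 0% = receptor in buffer alone and 100% = receptor with positive control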
mABHD4 FP: ABHD4 inhibitors, primary screen, biochemical, fluorescence polarization, mouse; inhibition, % at 8.92 µM; (Lyso)-N-acylphosphatidylethanolamine lipase (Mus musculus), Q8VD66; purified mABHD4, FP-Rh probe fluorescence polarization; AID 720543, 2013; 370,000 tested, 0.54% active;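 active means inhibition exceeding the mean over every tested compound plus 3 SD, cut at about 30% in these data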;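 further: 0% = plate median of compound wells and 100% = S159A mutant with DMSO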
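Assay system: mouse ABHD4 enzyme, wild type / Also added: fluorescent activity-based probe FP-Rh / Doses: single nominal dose of 8.92 µM, 0.89% DMSO final / Timing: 45 min compound pre-incubation plus 60 min probe step, 25 °C / Signal: FP readout, ex 525 nm / em 598 nm / Control set: S159A mutant/DMSO as 100%, compound-well median as 0%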
MBD2 DNA inh: inhibitors of MBD2 binding to methylated DNA, primary screen, biochemical, TR-FRET, DNA-binding domain, human | inhibition, % at 4.4 µM | 370,000 tested, 0.31% active | MBD2 binding to methylated oligonucleotide; in the data active means inhibition above about 13%
Target sequence (Q9UBB5 whole entry, looked up, the tested form may be a part): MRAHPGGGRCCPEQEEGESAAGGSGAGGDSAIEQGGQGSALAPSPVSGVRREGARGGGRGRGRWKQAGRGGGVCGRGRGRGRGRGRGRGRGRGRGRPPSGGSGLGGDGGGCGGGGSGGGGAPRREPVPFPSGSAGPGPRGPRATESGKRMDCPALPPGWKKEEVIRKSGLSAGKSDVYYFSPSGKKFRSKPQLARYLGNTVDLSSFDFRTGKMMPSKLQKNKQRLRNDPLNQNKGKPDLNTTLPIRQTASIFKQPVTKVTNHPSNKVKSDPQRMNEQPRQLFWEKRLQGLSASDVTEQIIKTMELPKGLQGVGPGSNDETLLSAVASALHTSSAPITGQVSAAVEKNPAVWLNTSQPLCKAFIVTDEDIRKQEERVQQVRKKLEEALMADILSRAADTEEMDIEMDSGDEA
UHRF1 binding: UHRF1 methylated DNA binding inhibitors, primary screen, counter-screen for MBD2 inhibitor project, biochemical, TR-FRET, human UHRF1, single concentration. UHRF1 binding to methylated oligo. inhibition, % at 4.4 µM. 370,000 tested, 0.75% active. AID 687016, 2013; in the data active means inhibition above about 21%;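 further: UHRF1 SRA domain binding a hemimethylated CpG hairpin DNA probe; 0% = median of test compound wells and 100% = reference inhibitor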
PRMT1 FP inh: PRMT1 methyltransferase inhibitors, primary screen, biochemical, fluorescence polarization. Protein arginine N-methyltransferase 1 (Homo sapiens), Q99873. recombinant PRMT1, activity-based probe fluorescence polarization. inhibition, % at 2.79 µM. 370,000 tested, 1.3% active. AID 652257, 2013;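 active means inhibition above about 21% made by adding two undisclosed values, limit read from the data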
PG9 binder: binders of HIV-1 gp120 antibody PG9, primary screen, biochemical, TR-FRET. HIV-1 gp120 / PG9 antibody interaction. TR-FRET gp120-PG9 antibody binding. inhibition, % at 6.7 µM. 360,000 tested, 0.43% active. AID 624416, 2012; in the data active means inhibition above about 8.5%
* = called active by the depositor; · = no result given.

mol	rCAG RNA binder	Rev-erbA mod	HTRA1 inhibitor	LEDGF integ inh	TCR-CD3 inh	mABHD4 FP	MBD2 DNA inh	UHRF1 binding	PRMT1 FP inh	PG9 binder
CCCCn1c(N)c(N(CCC(C)C)C(=O)C2CC(=O)N(c3cccc(SC)c3)C2)c(=O)[nH]c1=O (stereo unspecified)	-1.9	3.6	-2.6	-4.6	-5.8	-2.1	-7.2	0.9	4.4	2.4
CC1(c2cc(C(F)(F)F)n3nc(C(=O)O)cc3n2)CC1	-0.6	5.3	3.8	-1.3	0.0	-9.1	-0.2	-2.9	-0.6	-0.2
CC1CCC(NC(=O)CN(C)S(=O)(=O)c2cccc3cccnc23)CC1 (stereo unspecified)	-5.9	-2.2	0.5	0.7	5.5	0.7	-9.9	0.0	2.1	1.8
Cc1c(N(C(=O)CNC(=O)c2ccccc2)C2(C(=O)NC3CCCCC3)CCCCC2)c(=O)n(-c2ccccc2)n1C	-6.2	-3.3	1.7	0.8	4.2	-0.1	0.9	-3.7	-2.1	-0.4
O=C(c1ccc(CS(=O)c2cccc(Cl)c2)o1)N1CCOCC1 (stereo unspecified)	1.5	-2.6	10.1	-1.5	3.6	-10.9	-0.7	0.5	-1.1	-1.5
Cc1cc(S(=O)(=O)N2CCN(c3ccccc3O)CC2)c(C)s1	7.0	3.1	-6.5	-0.5	-2.9	-6.2	-2.1	-3.0	-2.4	-0.8
COC(=O)C(C)Oc1ccc(Oc2nc(Cl)ccc2Cl)cc1 (stereo unspecified)	-6.3	-3.6	5.6	-6.5	-4.7	0.0	4.4	1.3	4.4	-0.7
Cc1ccc(C(=O)N/C(=C\c2cccs2)C(=O)N2CCOCC2)cc1C	-6.0	2.9	2.9	6.4	9.4	2.9	1.8	-1.3	-1.8	-0.2
CN(C)S(=O)(=O)c1ccc(NC(=O)C2CC(=O)N(Cc3ccccc3)C2)cc1 (stereo unspecified)	4.6	2.6	-3.5	4.6	-3.9	-1.0	-5.2	-0.2	3.0	2.1
O=C(Nc1cnn(Cc2c(Cl)cccc2Cl)c1)c1ccc([N+](=O)[O-])cc1	2.6	4.5	-2.8	2.9	-3.5	-5.5	3.1	-0.8	0.8	0.1
CC(=N\NC(=O)c1cc(Br)ccc1O)/C(=N/O)C(=O)Nc1ccccc1	36.5*	-3.3	46.1*	2.2	35.2*	9.6	-2.1	-4.0	0.2	-1.6
CCC(C(=O)NC1CCCCC1)n1c(SCc2cccc(F)c2)nc2ccncc21 (stereo unspecified)	1.9	-0.2	-21.2	-2.0	-0.6	4.3	0.5	1.5	2.6	0.0
CCOC(=O)c1cc(C(O)(C(F)(F)F)C(F)(F)F)c(/N=C/N(C)C)o1	-6.1	3.5	-3.3	-1.9	1.3	6.2	3.7	-1.6	1.3	-2.7
O=C(Nc1ccccc1C(F)(F)F)C1CCN(C(=O)c2cccs2)CC1	-2.2	6.6	-0.8	-0.7	-0.7	0.8	-2.7	-4.5	0.8	-1.4
COc1cccc(CNC(=S)OC2CCC23CCC(c2ccccc2)CC3)c1 (stereo unspecified)	7.0	-0.3	·	-2.6	·	-25.0	3.0	1.5	7.6	·
COc1ccc(-c2noc(N3CCCC(C(=O)Nc4ccc(C(C)=O)cc4)C3)n2)cc1 (stereo unspecified)	2.4	1.4	-16.4	-6.0	-6.6	-0.3	2.4	1.7	2.9	-0.1
CCOc1cc2[nH]c(=S)n(Cc3ccc(C(=O)NCCCOC)cc3)c(=O)c2cc1OCC	3.8	13.2	0.1	0.4	1.2	-0.8	0.0	2.0	0.0	23.4*
COc1cccc2c1C(CCCC(=O)O)CCC2 (stereo unspecified)	1.4	-0.2	-0.4	-2.1	-9.5	-4.4	2.5	2.7	1.5	1.5
CCOC(=O)c1cc(S(=O)(=O)N2CCCC2)cn1C	-0.4	-1.8	3.4	1.5	4.7	4.8	0.1	-2.5	-1.0	1.1
Cc1ccc(C)c(NC(=O)C2CCCN(S(=O)(=O)c3c(C)nn(C)c3C)C2)c1 (stereo unspecified)	-2.0	10.6	-3.2	-1.6	2.7	5.6	5.3	2.5	-3.0	-1.1
CC(NC(=O)CNC(=O)c1cccc(Cl)c1)c1ccccc1 (stereo unspecified)	3.9	2.1	-15.2	3.3	-9.2	-6.8	5.1	-1.6	-1.6	-0.4
Cc1cc2c(nc1C)CCCN2C	-0.7	0.1	·	-2.9	-1.1	0.3	-0.9	2.8	-2.8	-1.9
N#C/C(=C\c1ccc(Sc2nc3ccccc3[nH]2)o1)c1ccccc1	6.4	1.4	-47.4	2.1	-0.1	-26.1	-7.9	-2.3	-1.8	-3.1
OCCC1CN(Cc2ccc(-n3cccn3)cc2)CCN1Cc1ccccc1 (stereo unspecified)	-7.9	-3.6	3.5	1.9	11.1	1.7	0.1	0.1	0.2	0.2
O=C(COc1ccccc1)NCc1cccs1	-1.0	3.6	2.9	-0.7	1.2	2.5	-4.4	2.6	0.7	-0.9
S=C(NCCCN1CCOCC1)Nc1ccc(Nc2ccccc2)cc1	-3.6	-5.8	16.6	-3.7	1.8	-0.7	-1.9	-0.3	1.0	-6.0
CC(=O)c1ccc(NC(=O)NCc2ccc(F)cc2)cc1	1.2	1.4	-4.1	-2.0	-0.3	4.7	3.0	-0.8	-0.5	0.7
COc1cccc2sc(N3CCN(C(=O)c4cccs4)CC3)nc12	-3.6	-0.5	-4.3	0.7	2.3	-7.1	5.2	0.5	-1.3	0.1
Cc1ccc2nc(-c3cccnc3)oc2c1	-1.2	·	3.0	0.5	0.3	-0.3	-4.9	-3.5	0.3	-0.5
O=C(C1COc2ccccc2O1)N1CCn2c(nc3ccccc32)C1 (stereo unspecified)	0.5	-5.8	2.0	-0.8	-7.0	4.5	0.8	-2.6	-0.5	0.5

Compound profiles, from the list above. Order of values: rCAG RNA binder	Rev-erbA mod	HTRA1 inhibitor	LEDGF integ inh	TCR-CD3 inh	mABHD4 FP	MBD2 DNA inh	UHRF1 binding	PRMT1 FP inh	PG9 binder
O=C(C1COc2ccccc2O1)N1CCn2c(nc3ccccc32)C1 (stereo unspecified) is entered as 0.5	-5.8	2.0	-0.8	-7.0	4.5	0.8	-2.6	-0.5	0.5
Cc1ccc(C)c(NC(=O)C2CCCN(S(=O)(=O)c3c(C)nn(C)c3C)C2)c1 (stereo unspecified) is entered as -2.0	10.6	-3.2	-1.6	2.7	5.6	5.3	2.5	-3.0	-1.1

(continued)
mol	rCAG RNA binder	Rev-erbA mod	HTRA1 inhibitor	LEDGF integ inh	TCR-CD3 inh	mABHD4 FP	MBD2 DNA inh	UHRF1 binding	PRMT1 FP inh	PG9 binder
Cc1nc(N2CCN(c3ccccc3)CC2)nc2c1C(=O)CCC2	-8.0	-2.5	-9.6	2.8	4.8	-0.4	3.8	1.2	0.2	2.5
Cc1cc[n+](C(C)C(=O)c2ccc(-c3ccccc3)cc2)cc1 (stereo unspecified)	3.6	-4.4	2.8	-5.5	-3.5	5.8	1.1	1.9	4.2	2.8
COC(=O)[C@@]12C[C@@H](CC(=O)NCCC(C)C)C(=O)N(Cc3ccc4c(c3)OCO4)C1=CCC(C)(C)C2	1.3	1.6	·	-2.8	5.6	-1.9	-5.0	-2.7	-0.3	-0.3
O=[N+]([O-])c1ccc2c(c1)Cc1cc(F)ccc1-2	2.1	70.2*	1.1	-4.9	-4.2	0.9	1.6	-3.7	1.4	3.6
N#C/C(=C/c1ccc(-c2ccc([N+](=O)[O-])cc2)o1)C(=O)Nc1nc(-c2cccs2)cs1	14.0	-36.8	-23.4	8.3	-17.6	1.7	-3.9	-0.4	1.9	-2.3
CC(=O)N/C(=N\c1nc(C)cc(C)n1)Nc1ccc2ccccc2c1	3.4	0.9	4.3	0.8	8.8	-3.4	1.8	1.4	0.1	-1.2
CC(=O)c1ccc(NC(=O)c2ccc3c(Cl)c4c(nc3c2)CCCC4)cc1	0.2	-3.0	-5.3	1.1	0.3	-4.0	-0.2	5.1	2.2	-0.5
CC(C)CCN(C(=O)CNC(=O)c1cccs1)C(C(=O)NC1CCCCC1)c1cccnc1 (stereo unspecified)	-0.2	2.7	-3.1	4.0	-4.5	-2.8	-2.4	0.1	0.5	-0.5
Nc1ccncc1N	-0.7	-5.0	7.5	-0.7	-1.6	7.0	6.7	-1.3	1.0	0.1
Cc1c(Br)c([N+](=O)[O-])nn1C(C)C(=O)NCc1ccco1 (stereo unspecified)	0.7	4.0	5.1	-4.2	0.9	-0.1	-0.9	-0.8	-1.2	0.4
CC(=O)N1N=C(c2ccc(C)cc2)OC1c1ccc(C)cc1 (stereo unspecified)	-0.6	-6.6	0.8	-1.9	-4.0	6.9	1.0	0.3	2.0	1.0
O=C(COc1ccc2ccccc2c1)NN1C(=O)c2ccccc2C1=O	2.7	4.1	-3.9	-2.1	3.6	6.1	-1.5	-1.6	0.6	-0.6
CCOC(=O)c1ccc(NC(=O)c2sc3nc(N4CCOCC4)c4c(c3c2N)CCCC4)cc1	8.6	-4.3	-10.5	-0.5	3.0	1.8	-1.0	-3.6	18.1	1.5
CCCCCCNC1=NCCS1	3.8	-4.7	-1.1	2.6	-1.4	1.0	1.1	-0.8	-1.1	0.9
CCOc1ccc(NC(=O)CCSc2nnc(C)s2)cc1	-3.3	-4.1	5.7	-1.7	10.2	-1.3	-5.2	-0.7	-0.4	-0.7
O=C(NCc1ccccc1)NC1(C(=O)N2CCN(c3ncccn3)CC2)CCCCC1	-3.7	-2.0	0.3	2.0	-0.8	0.4	3.4	6.7	-3.0	0.1
COc1ccc(NC(=O)C2C(c3ccccc3)C2(Cl)Cl)c(OC)c1 (stereo unspecified)	0.8	-2.4	-23.9	-2.9	-1.5	-9.5	4.4	0.5	5.7	0.7
COc1ccc(CNC(=O)OC2CC3CC2[C@H]2CCCCN2C3=O)cc1 (stereo partly specified)	-0.1	-1.5	·	-1.2	-0.8	-2.3	5.7	0.1	-10.0	-0.5
O=C(CCN1C(=O)C2CCCCC2C1=O)N1CCN(S(=O)(=O)c2ccccc2)CC1 (stereo unspecified)	-0.3	-6.8	-2.0	-1.3	-7.3	-4.2	3.8	6.9	-1.4	-0.7
Cc1cc(Oc2ccc(Cl)cc2)nc(-c2ccccc2O)n1	3.1	4.0	-4.6	-2.9	5.6	2.5	-6.8	-1.6	-3.4	1.0
Cn1c(-c2ccc(C(=O)c3ccccc3)s2)nc2ccccc21	4.2	-4.0	-6.4	1.0	1.9	-22.0	0.5	14.5	-0.6	0.8
O=C(O)CCc1nc(-c2ccccc2)no1	4.9	1.2	4.0	3.3	-6.8	0.9	-4.4	5.8	-3.5	-0.5
CC1Cc2ccccc2N1C(=O)c1cc2c(=O)n3ccccc3nc2n1C (stereo unspecified)	-4.2	-3.8	-1.1	-0.7	0.6	1.1	-8.1	-3.0	-3.3	1.7
COc1ccc(CNC(=O)Cn2cnc3c(SC)nc(N)nc32)cc1	5.6	4.3	3.7	-4.9	4.4	2.6	-2.4	-1.6	0.0	-0.7

Only part of the results is shown (hit frequency here may not be typical).
